Compound activity from PubChem BioAssay.
Cycloheximide cs = counter-screen for Shiga toxin inhibitors: cycloheximide protein synthesis inhibition; cell reporter, cycloheximide protein synthesis inhibition counterscreen; max response, %; 300,000 compounds, 12% hits; in the data active = max response mostly above about 13%, no sharp cut-off; inactive = mostly below about 14%; also: read at 38.3 µM for the half of the compounds with a filed dose; 0% is about no effect
Tb PYK inh = blocks Trypanosoma brucei pyruvate kinase | TbPYK enzyme, Kinase-Glo Plus ATP luminescence, 45 min | Potency, µM (series often up to 76.8 µM), for inactives: top-dose activity, negative = inhibition, most hits filed as inhibitors | 410,000 compounds, 0.12% hits | AID 624173; also: potency is read from the fitted curve at half-maximal effect; % is scaled to controls: 0 for no effect and ±100 for the full control effect; nearly all actives have a fitted effect of over 50% in size
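Quantitative HTS: titrated library compounds versus trypanosomal pyruvate kinase in TEA buffer (pH 7.2) containing KCl, MgCl2, BSA and Tween-20. Reactions were initiated with ADP, 130 uM final. Kinase-Glo Plus luminescence was read after 45 min at RT.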
Pf growth 48h = inhibits P. falciparum growth in the first generation, 48 h; Potency, µM (highest dose often 28.7 µM), for inactives: at the highest dose activity change, negative = inhibition, hits mostly inhibitors; 310,000 compounds, 5.9% hits; P. falciparum luciferase growth in erythrocytes, 48 h; also: potency is read from the fitted curve at half-maximal effect; % is scaled to controls: 0 for no effect and ±100 for the full control effect
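Growth was read as firefly luciferase luminescence after a 48 h, 37 C, 5% CO2 exposure of compounds to reporter-bearing P. falciparum cultures (0.1% parasitemia, 2% hematocrit final) in Albumax-supplemented RPMI 1640.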
Shiga toxin inh = blocks Shiga toxin action in Vero cells | Vero cells, Shiga toxin protein synthesis inhibition reporter | inhibition, % at 38.7 µM | 290,000 compounds, 9.2% hits | AID 2315; in the data active = inhibition mostly above about 28%, no sharp cut-off; inactive = mostly below about 43%; also: 0% is about no effect
AmpC inh no detg = AmpC beta-lactamase inhibition without detergent. P00811. AmpC nitrocefin hydrolysis, absorbance 480 nm, 0.0001% Triton. Potency, µM (highest dose often 57.1 µM), without a hit: at the highest dose activity change, negative = inhibition, usual class: inhibitors. 330,000 compounds, 0.52% hits. AID 485341;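 also: potency is read from the fitted curve at half-maximal effect; plate controls were no compound for no effect and no enzyme for full effect; nearly all actives have a fitted effect of over 20% in size; some results filed as inactive show a strong effect at the top dose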
Target sequence (P00811 whole entry, looked up): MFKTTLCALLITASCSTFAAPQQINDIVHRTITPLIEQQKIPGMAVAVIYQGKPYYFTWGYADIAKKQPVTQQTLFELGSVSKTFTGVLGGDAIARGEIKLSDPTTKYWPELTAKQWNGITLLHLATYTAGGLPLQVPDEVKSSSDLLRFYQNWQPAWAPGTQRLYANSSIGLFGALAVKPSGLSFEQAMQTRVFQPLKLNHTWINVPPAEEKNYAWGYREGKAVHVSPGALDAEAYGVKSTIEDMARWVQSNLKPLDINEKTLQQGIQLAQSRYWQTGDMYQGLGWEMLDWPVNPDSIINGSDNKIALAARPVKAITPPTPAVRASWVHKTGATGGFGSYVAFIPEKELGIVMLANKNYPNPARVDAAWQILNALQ
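20 mM phosphate pH 7.0 + 0.01% (detergent screen) or 0.0001% Triton X-100; 5.3 nM AmpC reagent; cpd preinc 15 min RT; nitrocefin (800 uM stock) to start; A480 q20 s × 4 min; Activity was normalised to no-enzyme and no-compound control wells.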
LmPK inh = inhibitors of Leishmania mexicana pyruvate kinase; purified LmPK, Kinase-Glo ATP luminescence, 1 h; 290,000 compounds, 0.37% hits; Q27686; AID 1721; Potency, µM (top dose mostly 57.5 µM), for the others: at the highest dose activity change, negative = inhibition, most hits filed as inhibitors; also: potency is read from the fitted curve at half-maximal effect; % is scaled to controls: 0 for no effect and ±100 for the full control effect
Target sequence (Q27686 whole entry, looked up): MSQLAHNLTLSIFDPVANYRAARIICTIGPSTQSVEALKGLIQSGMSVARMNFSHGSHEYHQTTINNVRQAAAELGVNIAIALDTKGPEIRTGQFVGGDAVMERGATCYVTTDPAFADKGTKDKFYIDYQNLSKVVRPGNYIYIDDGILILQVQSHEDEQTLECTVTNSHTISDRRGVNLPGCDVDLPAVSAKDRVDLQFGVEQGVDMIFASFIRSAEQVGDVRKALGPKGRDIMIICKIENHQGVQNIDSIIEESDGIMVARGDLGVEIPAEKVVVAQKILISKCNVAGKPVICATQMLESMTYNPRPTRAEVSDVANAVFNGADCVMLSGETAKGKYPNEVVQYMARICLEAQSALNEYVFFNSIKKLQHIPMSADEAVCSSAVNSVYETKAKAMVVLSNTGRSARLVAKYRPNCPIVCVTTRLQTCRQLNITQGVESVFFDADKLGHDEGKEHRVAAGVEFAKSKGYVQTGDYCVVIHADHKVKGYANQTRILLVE
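Pyruvate kinase activity monitored as ATP production (luciferase luminescence). Conditions: 0.1 nM enzyme, 0.5 mM PEP, 0.1 mM ADP, 1 h, RT; normalized against uninhibited and no-enzyme wells.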
Pf growth 96h = inhibits malaria parasite growth, 96 h. P. falciparum luciferase reporter growth, 96 h. Potency, µM (titrated, usually from 28.7 µM), for inactives: top-dose activity change, negative = inhibition, most hits filed as inhibitors. 320,000 compounds, 6.9% hits; also: potency is read from the fitted curve at half-maximal effect; % is scaled to controls: 0 for no effect and ±100 for the full control effect
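Luminescence readout: decreased luciferase signal marks inhibited growth of reporter-expressing P. falciparum in infected red cells (2% hematocrit, 0.05% parasitemia final), exposed to compound two generations (96 h, 37 C, 5% CO2).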
Numbers without * were called inactive; ? = inconclusive; . = no result given; & = joins results of further samples; [ ] = dose if it differs, or a comment. Unless noted, calls follow the shape of the dose curve; as a rule, active = well fitted curve in the direction sought with a large enough effect; inconclusive = small, poorly fitted or top-dose-only effect, or another doubt; inactive = no such curve, though single readings can be large; an effect the other way counts as inactive or inconclusive.

Values in the order – Cycloheximide cs, Tb PYK inh, Pf growth 48h, Shiga toxin inh, AmpC inh no detg, LmPK inh, Pf growth 96h
CCOC(=O)c1ccc(N2CN=C3SCC(=O)N3C2)cc1
 : 6.8, 2.7%, -8.8%, 45.1, 0.9%, 3.7%, -21.5%
O=C1ON=C(c2ccccc2)/C1=C\c1ccco1
 : -2.8, -19.0%, 34.7%[activator], -6.7, -45.1%, 1.0%, 8.6%
CCOC(=O)N1CCC(N(CCN(C)C)C(=S)Nc2cccc(SC)c2)CC1
 : -1.0, 0.2%, -1.4%, 3.5, 34.3%, -4.4%, -20.3%
O=C(Nc1nc2ccccc2s1)NC1CCCCC1
 : 39.8*, 2.8%, -7.8%, 125.2*, -6.1%, 1.0%, ?
CCN(CC)CCNC(=O)CSc1c2c(nc3cc(Cl)ccc13)CCCC2
 : -5.5, -13.0%, ?, -20.5, 25.6%, -0.6%, 14.3%
CSC1=NC(C)(C)CC2(C)Nc3ccccc3N12 (stereo not drawn)
 : -0.9, 2.5%, 0.5%, -19.9, -19.4%, -3.6%, ?
Clc1ccc(-c2nc(N3CCOCC3)nc3ccccc23)cc1
 : -0.6, -4.7%, -28.5%, ., -26.5%, -2.0%, 0.7%
Cn1c(=O)c2c(nc(CN3CCCCC3)n2Cc2c(F)cccc2Cl)n(C)c1=O
 : -0.3, -1.6%, ?, 1.5, -8.9%, 3.5%, ?
Cc1nc2cc(F)ccc2n1C1CCN(C(=O)c2c(F)cccc2F)CC1
 : 3.8, -2.4%, 1.47µM*, -18.7, 106.5%[activator], -12.3%, -10.5%
Cc1cc(C)nc(SCc2ccc(Br)cc2)n1
 : 4.1, -1.6%, ?, ., -6.2%, 8.2%, ?
CN(/C(=N/S(=O)(=O)c1cccs1)c1ccccc1)c1ccc(O)cc1
 : 11.5, 1.8%, -9.5%, -9.9, -29.4%, 6.9%, -2.0%
O=S(=O)(Nc1ccc(N2CCOCC2)cc1)c1cc(Cl)ccc1Cl
 : -1.2, 1.4%, 11.6%, 2.2, -50.4%, 1.2%, 10.2%
c1ccc(Nc2c(-c3ccco3)nc3ccccn23)cc1
 : 15.5, -0.4%, 3.9%, -2.4, -26.5%, 1.1%, ?
CCCOC(=O)c1ccc(Nc2nc(C)cc(=O)[nH]2)cc1
 : 12.4, -1.9%, ?, 13.1, -46.3%, 0.1%, 8.5%
NC(=O)c1ccc(CN2CCC(Cc3ccccc3)CC2)cc1
 : -4.4, -14.8%, 5.3%, 4.1, -12.7%, -2.0%, -16.8%
COC(=O)c1cc(S(=O)(=O)N2CCCCCC2)cn1C
 : -1.9, -1.6%, 5.5%, -9.7, -2.5%, -2.7%, 3.0%
CN1C(=O)/C(=C\C=C2/CCCN2C)N(C)C1=S
 : 22.8*, 1.9%, 33.2%[activator], 54.4, -9.5%, -3.2%, 12.5%
CCOc1ccc(NC(=O)c2cc3n(n2)C(C(F)(F)F)CC(c2ccco2)N3)cc1 (stereo not drawn)
 : -3.9, -5.2%, ?, 16.7, 17.4%, -4.4%, .
COc1ccccc1-c1cc(C(=O)NC(C)C)no1
 : 33.9*, 1.7%, 118.6%[activator], 83.0*, -2.7%, -9.0%, 39.0%[activator]
COc1ccccc1CNc1ncnc2cc(OC)c(OC)cc12
 : 1.1, 13.7%, ?, 2.5, -13.7%, -2.4%, ?
O=C(Nc1ccccc1N1CCOCC1)c1ccccc1[N+](=O)[O-]
 : -3.8, -2.8%, 77.4%[activator], 12.9, -24.0%, 6.7%, 12.6%
COc1ccc(-c2cn[nH]c2-c2ccc(OCc3ccc([N+](=O)[O-])cc3)cc2O)cc1
 : 2.1, -8.0%, 13.1µM*, -1.3, -21.6%, 1.0%, ?
CCC(=O)Nc1ccccc1C(=O)OCC(=O)c1ccc2ccccc2c1
 : 11.0, -11.5%, 13.5%, 12.0, -0.9%, 11.0%, .
CCC(C(=O)OCC(=O)N1CCN(c2ccc(OC)cc2)CC1)c1ccccc1 (stereo not drawn)
 : ., -7.5%, ?, ., 90.0%[activator], ., -6.6%
FC(F)(F)c1cccc(NC(=S)NNC(=S)NCc2ccccc2)c1
 : 7.5, -14.7%, 45.8%[activator], 12.7, -25.1%, 5.9%, 66.5%[activator]
CC12CN3CCN(CC(C3)/C1=N\NC(=O)c1ccccc1N)C2
 : 42.9*, -5.3%, 147.6%[activator], 60.8*, -7.1%, 2.1%, 103.6%[activator]
O=C(Cn1c2ccc(F)cc2c2nc3n(c(=O)c21)CCS3)Nc1ccccc1C(F)(F)F
 : -1.8, 1.7%, ?, -2.6, -15.4%, 0.8%, 4.8%
CCCc1nnc(NC(=O)c2cc(OC)cc(OC)c2)s1
 : 8.3, -2.4%, 0.0%, 34.6, 27.0%, 0.0%, -17.9%
COCCn1c(C)cc(/C=N/NC(=O)c2cc3ccccc3cc2O)c1C
 : ., -4.3%, 3.7µM*, ., -40.2%, ., 9.28µM*
CCOC(=O)C1=C(C)Nc2ccccc2N=C1NC(=O)c1cccc(S(=O)(=O)NCc2ccccc2)c1
 : -2.1, ., ?, -39.3, -31.1%, 1.6%, .

No new results follow: entries from further up.
Values in the order – Cycloheximide cs, Tb PYK inh, Pf growth 48h, Shiga toxin inh, AmpC inh no detg, LmPK inh, Pf growth 96h
CCOC(=O)c1ccc(N2CN=C3SCC(=O)N3C2)cc1
 : 6.8, 2.7%, -8.8%, 45.1, 0.9%, 3.7%, -21.5%
O=C1ON=C(c2ccccc2)/C1=C\c1ccco1
 : -2.8, -19.0%, 34.7%[activator], -6.7, -45.1%, 1.0%, 8.6%

Later entries:
Values in the order – Cycloheximide cs, Tb PYK inh, Pf growth 48h, Shiga toxin inh, AmpC inh no detg, LmPK inh, Pf growth 96h
COc1ccc(C(=O)N2CCN(c3nc4ccccc4o3)CC2)cc1OC
 : 1.0, -0.9%, ., -3.7, 29.0%, -1.2%, -11.7%
CC(C)(C)c1ccc(OCc2ccc(C(=O)N/N=C/c3ccc([N+](=O)[O-])cc3)o2)cc1
 : 23.7, -2.7%, ?, 58.1*, -27.7%, 1.4%, 59.2%[activator]
COc1ccc(-n2ncc3c(NCc4ccccn4)ncnc32)cc1
 : 50.3*, 9.2%, 136.1%[activator], 90.4*, -2.2%, 0.4%, .
CCCN1CCN(c2ccc(S(N)(=O)=O)cc2[N+](=O)[O-])CC1
 : -1.4, 3.1%, 25.3%, -13.8, -31.2%, 6.5%, 6.1%
CSCC(=O)N1CCc2ccc(NC(=O)c3ccccc3Cl)cc2C1
 : 28.2*, -8.2%, -8.4%, ., -15.4%, -0.6%, ?
O=C(Nc1ccccc1C(=O)NCc1cccnc1)c1ccccc1Cl
 : 1.8, -1.5%, -3.7%, -4.9, 276.3%[activator], -4.0%, ?
Cc1noc(/C=C/N(C)C)c1S(=O)(=O)N(C)CC(=O)N1CCc2ccccc21
 : 1.0, -2.8%, -16.3%, -10.1, -21.1%, 2.0%, ?
COc1cccc2c(=O)cn[nH]c12
 : -1.2, -6.9%, 8.5%, -5.9, -20.7%, 1.9%, 15.9%
COc1ccc(N2CCN(C(=O)c3ccc4c(=O)n(CCc5ccc(OC)c(OC)c5)c(=O)[nH]c4c3)CC2)cc1
 : 9.3, 1.5%&2.9%, ?, -14.2, 23.9%, 2.5%, 47.0%[activator]
O=C(Cc1n[nH]c(=O)c2ccccc12)OCC(=O)c1ccccc1Cl
 : ., 0.0%, 9.4%, ., -18.7%, ., ?
COc1cc(/C=N/NC2=NCCCCC2)ccc1O
 : 0.2, -1.0%, 30.6%[activator], -2.0, -6.2%, -6.0%, 47.6%[activator]
Cc1cc(C)cc(NC(=O)C(Sc2ncnc3ccccc23)c2ccccc2)c1 (stereo not drawn)
 : -1.2, -5.4%, 11.7µM*, 25.4, -7.8%, -0.6%, 3.29µM*
CC(=O)N1CCN(CC(=O)Nc2ccc(C#N)c(Cl)c2)CC1
 : 7.3, 3.0%, -0.7%, -12.0, -8.7%, 4.5%, 29.4%
CCOc1ccccc1NC(=S)NC1CC2CCC1C2 (stereo not drawn)
 : 6.1, -3.2%, ?, -1.2, -16.5%, 4.3%, 5.22µM*
Nc1nc(Cl)nc2ccc(Br)cc12
 : 66.8*, -21.3%, 131.6%[activator], 53.1*, -22.7%, -2.5%, 168.1%[activator]
O=C(Nc1ccc(N2CCOCC2)c(Cl)c1)c1cccnc1Cl
 : 6.4, 1.6%, ?, 14.4, -4.5%, 0.3%, ?
O=C(CNC(=O)c1ccccc1)c1ccccc1
 : ., -0.6%, 106.0%[activator], ., -10.4%, ., 201.6%[activator]
O=C(CSc1nc2ccccc2c(=O)[nH]1)Nc1ccc(C(=O)O)cc1
 : -4.6, 5.2%, 39.7%[activator], 1.7, -8.9%, 3.5%, 21.1%
CN1CCN(C(=O)/C(=C/c2cn(S(=O)(=O)N(C)C)c3ccccc23)NC(=O)c2ccccc2F)CC1
 : -2.4, -1.1%, ?, -1.2, 67.7%[activator], -1.8%, ?
Cc1cccc(C(=O)N2CCN(c3ncnc4c3cnn4-c3ccccc3)CC2)c1
 : -1.6, -3.4%, 9.28µM*, -3.0, 0.6%, -2.5%, -14.6%
O=C(Cn1ncc2c3ccccc3n(Cc3ccccc3F)c2c1=O)NCCN1CCOCC1
 : 1.2, 1.4%, -7.1%, -2.3, 25.4%, 1.0%, ?
Cc1noc(C)c1C(=O)N1CCCC(Nc2ccc(C(C)C)cc2)C1 (stereo not drawn)
 : 15.0, 0.0%, 0.0%, -12.0, 48.0%, 1.6%, 44.2%[activator]
CCC(Oc1ccccc1)C(=O)Nc1nc2ccccc2[nH]1 (stereo not drawn)
 : 21.3*, 1.3%, 21.7%, 35.5, -24.4%, -2.5%, -18.5%
Cc1ccc(NC(=O)C(=O)NCCN2CCN(C(=O)C(c3ccccc3)c3ccccc3)CC2)cc1
 : -1.7, 6.3%, ?, -17.2, 24.5%, -0.6%, ?
O=C(Cc1cccc(NC(=O)C2CCN(C(=O)C3CCC3)CC2)c1)Nc1cccc(C(=O)N2CCCC2)c1
 : ., 3.9%, ?, ., 29.3%, ., ?
CC1=C(C)CC(C(=O)Nc2ccc(C(N)=O)cc2)C(C(=O)O)C1 (stereo not drawn)
 : -3.1, -0.9%, ., -17.3, -9.4%, 7.3%, -28.2%
Cc1ccc(C(=O)NCCC(=O)N2CCOCC2)cc1
 : 50.1*, 0.1%, 183.9%[activator], 85.4*, -12.9%, -9.7%, 11.5%
CCCCN(C(=O)NC(=O)Nc1ccccc1OCC)S(C)(=O)=O
 : 13.2, -1.6%, 21.7%, -2.7, -33.5%, 2.9%, 70.3%[activator]
COC(=O)c1ccc(NC(=O)c2c(C(=O)Nc3ccccc3)sc3nc(C)cc(=O)n23)cc1
 : -3.1, -9.6%, 7.4%, -3.8, -10.8%, -1.9%, 11.7µM*
Cc1ccc(NC(=O)C2CCCN2S(=O)(=O)c2ccc(F)cc2)c(C)c1 (stereo not drawn)
 : -3.2, 2.4%, -13.8%, -5.7, -3.5%, 2.2%, .
NNC(=O)c1[nH]c2ccc(Br)cc2c1-c1ccccc1
 : 0.6, 5.5%, ?, -9.7, 59.8%, 1.3%, ?
CC(=O)c1ccc(OC(=O)c2ccc(Br)o2)cc1
 : 5.6, 0.3%, 6.2%, -14.3, -13.7%, 4.9%, 24.2%
